Bioassay records: PubChem, National Center for Advancing Translational Sciences (NCATS)
pAkt inh = Akt phosphorylation inhibition | 360,000 compounds, 0.32% hits | activity change, % for hits at 50 µM | Neuro2A IGF-stimulated pAkt S473 HTRF, 20 min; stronger effect = lower value; in the data active = activity change below about -80%; inconclusive = mostly about -51% to -80%; note: % is set by controls: 0 for no effect and ±100 for the full control effect
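Neuro2A cells (4,500/well, DMEM with 0.5% FBS) were treated with compound at a single 50 µM final concentration, stimulated with 6 nM IGF for 20 min at 37 °C, and lysed. Phospho-Akt Ser473 was read by HTRF as 665/615 ratio ×10^4.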
Mm-Cpn inhibitor = M. maripaludis TRiC chaperonin inhibition; purified Mm-Cpn ATPase, ADP Transcreener TR-FRET; Potency, µM (top dose mostly 76.9 µM), without a hit: at the highest dose activity, negative = inhibition, usual class: inhibitors; 330,000 compounds, 0.031% hits; note: potency is the fitted concentration of half-maximal effect; % is set by controls: 0 for no effect and ±100 for the full control effect; nearly all actives have a fitted effect of over 80% in size
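ATPase read-out: TR-FRET ADP immunoassay (anti-ADP Eu cryptate vs ADP-d2), ex 320 nm, em 590/665 nm; signal drops as ADP forms. Enzyme 25 nM, ATP 10 uM, 30 min at 37°C after 10 min compound preincubation.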
Nrf2 inh = Nrf2 pathway inhibition; A549 ARE-Fluc reporter, luciferase luminescence, 18-24 h; Potency, µM (doses to about 46 µM), without a hit: at the top dose activity change, negative = inhibition, usual class: inhibitors; 360,000 compounds, 2.1% hits; AID 504444; note: potency is the fitted concentration of half-maximal effect; % is set by controls: 0 for no effect and ±100 for the full control effect; nearly all actives have a fitted effect of over 60% in size
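A549 ARE_Fluc cells (5000/well, 5% FBS OPTI-MEM) pre-incubated 2 h, then treated with compounds 18-24 h at 37C/5% CO2 in concentration-response. CellTiter-Fluor viability read first; BugLite luciferase luminescence after 15 min at room temperature gives Nrf2 activity.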
Nrf2 activator = activates Nrf2 signaling; AREc32 ARE-luciferase reporter (MCF7-derived line), luminescence, 24 h; Potency, µM (doses to about 46.1 µM), for the others: top-dose activation, actives largely listed as activators; 410,000 compounds, 0.31% hits; note: potency is the fitted concentration of half-maximal effect; % of control where 0% means no effect; nearly all actives have a fitted effect of over 65% in size
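Cells of the AREc32 ARE-luciferase line are plated in OPTI-MEM containing 5% FBS and left overnight at 37 deg C. Compounds are pinned in, incubation continues 24 hr, and firefly luciferase signal is then measured.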
HepG2 tox = counter-screen for TGF-b inhibitors: cytotoxicity in HepG2 cells; HepG2 CAGA-GFP viability, ATP luminescence, 18 h; 410,000 compounds, 0.76% hits; Potency, µM (top dose mostly 46.1 µM), without a hit: top-dose activity change, negative = cytotoxicity, hits mostly cytotoxic; AID 588856; note: potency is the fitted concentration of half-maximal effect; some results filed as inactive show a strong effect at the top dose
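CellTiter-Glo luminescence gave cytotoxicity after 18 hours at 37 degrees C. The cells were HepG2 CAGA-GFP in 1% FBS DMEM, stimulated with 500 pg/mL TGF-beta after compound addition. %Activity was normalised to no-cell wells (complete cell-killing) and DMSO (no toxicity), and curves were fitted and classified.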
CCT chaperon mod = cytosolic chaperonin activity modulation. purified chaperonin ATPase assay, HTRF ADP detection, 30 min. activity change, % (concentration not given with the values), hits read low. AID 651819. 360,000 compounds, 0.3% hits; in the data active = activity change below about -30%; note: % is set by controls: 0 for no effect and ±100 for the full control effect
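TRiC at 40 or 20 nM final (batch-dependent) in 30 mM Tris pH 7.4, 100 mM KCl, 5 mM MgCl2, 1 mM DTT, with compound at single 76 uM and 10 uM ATP, 30 min at 37 deg C. ADP detected by HTRF Transcreener, 665/615 ratio.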
TGFb inhibitor = TGF-b pathway inhibition | HepG2 CAGA-GFP TGF-b/SMAD3 reporter, GFP fluorescence, 18 h; TGF-beta stimulated, 500 pg/mL final | AID 588855 | Potency, µM (titrated, usually from 46.1 µM), for the others: at the highest dose activity, negative = inhibition, hits mostly inhibitors | 410,000 compounds, 1.2% hits; note: potency is the fitted concentration of half-maximal effect; % is set by controls: 0 for no effect and ±100 for the full control effect; nearly all actives have a fitted effect of over 65% in size
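Cell-based qHTS in HEPG2 carrying a CAGA-GFP Smad reporter; compounds added before 500 pg/mL final TGF-beta, 18 h incubation at 37 degrees C, GFP fluorescence quantified per cell by imaging cytometry.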
A549 viability = counter-screen for Nrf2 inhibitors: cytotoxicity in A549 cells; 390,000 compounds, 0.16% hits; Potency, µM (top dose mostly 46 µM), inactives show at the highest dose activity change, negative = cytotoxicity, hits mostly inhibitors; A549 ARE-Fluc cells, CellTiter-Fluor viability, 18-24 h; note: potency is the fitted concentration of half-maximal effect; % is set by controls: 0 for no effect and ±100 for the full control effect
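A549 ARE_Fluc cells in 5% FBS OPTI-MEM were exposed to compounds in concentration-response for 18-24 h at 37 deg C. Viability was read by CellTiter-Fluor fluorescence (Ex 405/Em 525) after 30 min, before the luciferase read.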
S2 tox = viability counter-screen for ATXN expression inhibitors | S2 cells (HEK-293 line with an ATXN2-luciferase reporter) viability, CellTiter-Fluor protease fluorescence, 24 h | Potency, µM (doses to about 56.7 µM), usual class: cytotoxic | 400,000 compounds, 0.49% hits | AID 651635; note: potency is the fitted concentration of half-maximal effect; nearly all actives have a fitted effect of over 40% in size
Numbers without * were called inactive; i = inactive; ? = inconclusive; . = no result given. Unless noted, calls come from the whole dose curve; as a rule, active = well fitted curve in the direction sought with a large enough effect; inconclusive = small, poorly fitted or top-dose-only effect, or another doubt; inactive = no such curve, though single readings can be large; an effect the other way counts as inactive or inconclusive.

SMILES | pAkt inh | Mm-Cpn inhibitor | Nrf2 inh | Nrf2 activator | HepG2 tox | CCT chaperon mod | TGFb inhibitor | A549 viability | S2 tox
Cc1cc2nc(C3CCCCC3)c(Cc3ccccc3)n2c(C)c1Br | i | . | . | -0.5% | -12.0% | 0.9 | -19.2% | . | i
CCN(CC)CCNc1nc(-c2ccc(OC(F)F)cc2)c(C)s1 | i | 1.5% | -5.5% | 12.3% | -34.0% | 1.2 | -6.0% | 5.7% | i
CS(=O)(=O)N1CCN(c2ccccc2NC(=O)Cc2ccccc2)CC1 | i | -0.6% | -0.1% | -0.5% | -29.1% | -0.2 | -12.2% | -1.4% | i
COc1ccc(NS(=O)(=O)c2csc(C(=O)N3CCCC3)c2)c(OC)c1 | i | 3.5% | -18.8% | 0.0% | 13.9% | 2.5 | -1.8% | -7.0% | i
CC(CCc1ccccc1)NC(=O)/C=C/c1ccc(Cl)cc1 (configuration not stated) | i | -1.6% | 1.1% | -0.8% | -14.3% | -10.5 | ? | -3.2% | i
Cc1nc2c(c(C)c1CCC(=O)N1CCN(c3ccccc3)CC1)c(=O)n(C)c(=O)n2C | . | . | 9.8% | -0.7% | -4.8% | . | 11.0% | 1.2% | i
COc1ccc(C2N(C(C)=O)CCCN2S(=O)(=O)c2ccc(C)cc2)cc1 (configuration not stated) | i | 1.4% | -13.9% | 2.8% | 4.0% | 1.8 | 3.0% | 2.3% | i
CCN(CC(=O)NCc1ccc(F)cc1)S(=O)(=O)c1ccc(C)cc1 | i | ? | -17.8% | -0.9% | 2.8% | -3.9 | -2.4% | 0.6% | i
O=C1c2ccccc2C(=O)N1CSc1nnc(Nc2ccccc2F)s1 | i | 2.3% | -1.1% | 4.8% | 6.8% | 0.3 | 0.6% | 6.0% | i
CCC(C)[C@H](NC(=O)NCc1ccccc1)C(=O)O (some centres not stated) | i | -0.8% | . | -0.2% | 1.0% | -0.4 | -13.9% | 0.0% | i
O=C1NC2(CCCCCC2)C(=O)N1Cc1ccc(Br)cc1 | i | 2.1% | -6.5% | -0.9% | 0.5% | 0.8 | -8.9% | -1.7% | i
Cc1sc2nc[nH]c(=S)c2c1-c1ccccc1 | i | 0.0% | -25.8% | 2.4% | -85.7% | -5.9 | 0.0% | -10.5% | ?
O=S(=O)(Nc1ccc(-c2cn3cccnc3n2)cc1)c1ccccc1 | i | -6.0% | ? | -0.4% | -2.6% | 1.1 | 2.4% | 0.8% | .
CCOC(=O)Cc1csc(NC(=O)Cc2ccccc2)n1 | i | 2.2% | 5.7% | 3.2% | -1.8% | 0.7 | -14.8% | -4.3% | i
O=C(NCc1nc(-c2ccc(C(F)(F)F)cc2)no1)Nc1ccc(F)cc1F | i | 0.4% | -3.6% | -0.1% | -28.9% | 0.8 | -14.9% | -5.2% | i
CCC(C)C(=O)N1c2ccccc2C(=C2SC(C(=O)OC)=C(C(=O)OC)S2)C(=S)C1(C)C (configuration not stated) | i | 0.1% | ? | 0.2% | -23.9% | -7.1 | ? | ? | i
O=C(c1sc(N2CCOCC2)nc1-c1ccccc1)N1CCCCC1 | i | -0.9% | 13.0% | 0.4% | 4.5% | 0.0 | -8.4% | -4.5% | i
Clc1ncccc1-c1nc2ccccc2s1 | i | 0.5% | ? | 8.6% | 4.3% | -1.9 | -6.0% | 0.7% | i
CCOc1ccc(OCC)c(S(=O)(=O)NC2CC(C)(C)NC(C)(C)C2)c1 | i | 0.3% | ? | 0.3% | -30.9% | -0.5 | 1.0% | 10.4% | i
Cc1ccc2onc(CC(=O)N(C)c3ccccc3)c2c1 | . | . | ? | 1.0% | 3.0% | . | 2.1% | -13.4% | i
Cc1ccc(C)c(Oc2nc3c(c(=O)n(C)c(=O)n3C)n2Cc2ccccc2)c1 | . | . | -6.4% | -0.2% | -1.4% | . | -0.5% | 2.9% | i
CCOC(=O)Cc1csc(SCC(=O)/C(C#N)=C(\C)N)n1 | i | -0.7% | -4.2% | -0.1% | 5.7% | -2.5 | -14.7% | -2.8% | i
CCOC(=O)c1ccccc1NC(=O)/C=C/c1cc(OC)c(OC)c(OC)c1 | i | -2.8% | . | -0.6% | -15.9% | -0.7 | 15.7% | 7.3% | i
Cc1ccc(OC(=O)CCC(=O)Nc2ccc(C(N)=O)cc2)cc1 | i | . | 3.6% | -0.2% | -3.6% | -0.6 | -9.6% | 2.2% | i
S=C(NCCc1ccccc1)Nc1ccc(Nc2ccccc2)cc1 | i | -2.7% | ? | 0.7% | -18.8% | -1.1 | ? | -16.9% | i
O=C1c2ccccc2C(=O)N1c1ccc(Br)c2cccnc12 | i | -5.7% | 6.9% | -0.3% | -13.0% | -1.0 | 2.6% | -2.3% | i
CN(C(=O)c1ccncc1)C1CCCCC1 | i | -0.4% | -2.5% | -0.2% | -0.9% | -0.8 | -8.0% | -0.7% | i
CCOc1ncccc1C(=O)Nc1cc(C(F)(F)F)ccc1N1CCOCC1 | i | -4.7% | ? | -0.2% | -21.9% | 0.6 | -2.8% | 20.5% | i
COc1ccc(CNC(=O)CCCn2ncn3c(cc4occc43)c2=O)cc1 | i | -0.4% | 1.0% | 2.0% | -20.1% | 0.3 | 3.7% | -0.6% | i
CCCN(CCC)C(=O)c1ccc2c(c1)OCO2 | i | 1.7% | 0.5% | -0.4% | -1.7% | -2.1 | -20.2% | 0.3% | i
COc1ccc(/C=N/NC(=O)c2ccccc2O)cc1Cn1cc([N+](=O)[O-])cn1 | i | -1.5% | 3.5% | 0.0% | -15.6% | -0.8 | -11.4% | 6.6% | i
O=C(N/C(=C/c1cccc([N+](=O)[O-])c1)C(=O)N1CCOCC1)c1ccccc1Br | i | -8.4% | -4.4% | 0.5% | 21.3% | -0.5 | -8.7% | -3.0% | i
COc1cccc2sc(N(CCN(C)C)C(=O)/C=C/c3cccs3)nc12 | i | -0.5% | -7.1% | 0.1% | -111.7% | -2.0 | ? | -5.4% | ?
Clc1ccc(OCc2nc(-c3ccncc3)no2)cc1 | i | 1.4% | ? | 0.3% | -5.8% | 2.5 | -10.7% | -0.2% | i
COc1ccc(N(CC(=O)NCc2ccc(Cl)cc2)S(=O)(=O)c2c(C)n[nH]c2C)cc1 | i | 2.3% | 6.0% | -0.7% | 4.9% | 0.2 | -3.2% | -0.2% | i
CCc1c(C)nc2nncn2c1Nc1ccc(C)c(F)c1 | . | . | -5.6% | -0.8% | -37.3% | . | 0.1% | -24.8% | i

Whole records from above. Order of values: pAkt inh, Mm-Cpn inhibitor, Nrf2 inh, Nrf2 activator, HepG2 tox, CCT chaperon mod, TGFb inhibitor, A549 viability, S2 tox
Results for O=C(N/C(=C/c1cccc([N+](=O)[O-])c1)C(=O)N1CCOCC1)c1ccccc1Br = i, -8.4%, -4.4%, 0.5%, 21.3%, -0.5, -8.7%, -3.0%, i
Results for CCc1c(C)nc2nncn2c1Nc1ccc(C)c(F)c1 = ., ., -5.6%, -0.8%, -37.3%, ., 0.1%, -24.8%, i

Next section:
SMILES | pAkt inh | Mm-Cpn inhibitor | Nrf2 inh | Nrf2 activator | HepG2 tox | CCT chaperon mod | TGFb inhibitor | A549 viability | S2 tox
CN1CCN(C(=O)c2ccc3c(c2)S(=O)(=O)c2ccccc2C3=O)CC1 | i | 0.5% | -1.0% | 0.3% | -22.4% | -3.3 | 5.0% | 8.8% | i
CCOC(=O)C1CCCN(Cc2nc(N)nc(Nc3ccccc3OC)n2)C1 (configuration not stated) | i | 0.6% | -5.4% | 0.2% | -5.4% | 0.4 | 1.8% | -0.4% | i
Cc1ccc(Nc2nc(C)nc(N)c2S(=O)(=O)c2ccccc2)cc1 | . | . | -7.4% | -0.9% | -1.3% | . | 6.6% | -0.9% | i
CC(C)(C)c1ccc(S(=O)(=O)NCC(=O)N2CCN(Cc3ccccc3)CC2)cc1 | i | -3.8% | ? | 0.4% | -2.8% | -0.8 | -3.8% | -16.6% | i
O=C(c1cc(Br)c(Br)s1)N1CCN(C/C=C/c2ccccc2)CC1 | i | 0.8% | 6.3% | 0.1% | -24.2% | -2.0 | -1.3% | -2.9% | i
COc1cccc(NC(=S)NC(=O)/C=C/c2ccco2)c1 | i | 1.1% | 5.0% | 17.7% | 3.5% | 0.8 | ? | -18.2% | i
O=[N+]([O-])c1ccccc1S(=O)(=O)Nc1ccc(-c2ccc(N3CCOCC3)nn2)cc1 | i | 0.2% | 8.6% | 2.8% | -9.2% | 1.8 | 1.3% | 5.3% | i
CCOC(=O)CC1C(=O)NCCN1C(=O)Nc1ccc(Cl)cc1 (configuration not stated) | i | . | . | -0.4% | -9.9% | -1.1 | -5.8% | -2.1% | ?
COc1ccc(-c2nc(SCC(=O)NCc3nc4ccccc4n3C)n3[nH]c(=O)cc3n2)cc1 | . | . | ? | 0.3% | -0.4% | . | 0.0% | 10.7% | i
CCS(=O)(=O)c1nc(S(=O)(=O)c2ccc(Cl)cc2)c(N2CCC(C(N)=O)CC2)s1 | i | 0.4% | -16.2% | 25.5% | -3.2% | 0.5 | -0.8% | 0.6% | i
O=C(Nc1ccccc1)N1CCc2c([nH]c3ccccc23)C1C(F)(F)F (configuration not stated) | i | -6.5% | ? | 3.2% | -33.7% | 2.3 | ? | -0.1% | i
CC(C)C[C@H]1CNC(=S)N1CC1CCCN1C[C@H](Cc1ccc(O)cc1)N1C[C@H](Cc2ccccc2)N(CC2CCCCCC2)C1=S (some centres not stated) | i | . | -4.8% | 0.4% | -27.3% | 0.5 | ? | -11.8% | i
CCN(C(=O)Cn1c(C(=O)OC)cc2sc(Cl)cc21)c1cccc(C)c1 | . | . | 13.4% | 3.2% | -14.5% | . | -3.4% | 5.8% | i

Hits appear at their usual frequency. About 4.4% of those tested had a hit in this group.
